Assay outcomes as filed in PubChem.
TR-FRET SRC-2 ct: counter-screen for PPARgamma SRC-2 recruitment agonists: TR-FRET artefact; stronger effect = higher value; TR-FRET ratio at 8 µM; 0.4% of 200,000 active; AID 1049; in the data active = TR-FRET ratio above about 2000; also: inactives centre near 1500
ROMK mod: human ROMK K+ channel modulation, primary screen | 2% of 130,000 active | B-score at 10 µM | P48048 | Tet-inducible ROMK, thallium flux fluorescence; actives lie on both sides;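 active = signal ratio slope over the read window, or its plate-corrected B-score, at least 3 SD from the plate mean, either direction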;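 also: B-score of the F/F0 ratio slope over 7 to 12 s after thallium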
Target sequence (P48048 whole entry, looked up): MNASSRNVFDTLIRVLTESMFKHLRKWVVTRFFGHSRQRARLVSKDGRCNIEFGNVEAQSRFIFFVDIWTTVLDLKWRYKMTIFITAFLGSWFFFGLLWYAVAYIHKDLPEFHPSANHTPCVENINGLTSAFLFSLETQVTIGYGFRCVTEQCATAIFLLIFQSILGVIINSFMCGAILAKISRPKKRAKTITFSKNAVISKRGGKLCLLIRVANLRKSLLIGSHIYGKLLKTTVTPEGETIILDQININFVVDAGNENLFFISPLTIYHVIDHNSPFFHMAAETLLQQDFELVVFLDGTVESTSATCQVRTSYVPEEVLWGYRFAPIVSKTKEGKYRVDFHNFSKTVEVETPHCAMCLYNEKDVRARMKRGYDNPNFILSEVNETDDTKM
STAT1 inh: STAT1 signaling inhibition. NIH 3T3 STAT1-luciferase reporter, IFN-gamma, luminescence. inhibition, % at 5.5 µM. 0.35% of 200,000 active. AID 920;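 active = inhibition above a set limit, the mean inhibition across all tested compounds plus 3 SD, cut at about 34% in these data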;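 also: 0% = IFN-gamma with DMSO and 100% = IFN-gamma with 300 µM nifuroxazide; values of inactives mirror those of a sister screen read the other way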
S1P3 antag: blocks the human S1P3 receptor | 0.27% of 170,000 active | CHO S1P3 NFAT-BLA reporter, FRET fluorescence, antagonist mode | AID 485 | inhibition, % at 4.98 µM;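 active = inhibition above the plate cutoff, the mean inhibition of test wells on that plate plus 3 SD, cut at about 28% in these data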;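 also: cells challenged with S1P at its EC80 of 0.8 µM; blue over green emission ratio from cleaved BLA substrate after 4 h stimulation; 0% = S1P-stimulated wells and 100% = unstimulated DMSO-only wells; some compounds past the cut are filed as inactive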
PPARg SRC-1 ag: PPARgamma-driven SRC-1 recruitment agonism | P37231 | PPARgamma-SRC-1 coactivator recruitment biochemical assay | activation, % at 8 µM | 0.41% of 200,000 active | AID 631; in the data active = activation above about 19%;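 also: 0% = DMSO and 100% = reference agonist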
Target sequence (P37231 whole entry, looked up): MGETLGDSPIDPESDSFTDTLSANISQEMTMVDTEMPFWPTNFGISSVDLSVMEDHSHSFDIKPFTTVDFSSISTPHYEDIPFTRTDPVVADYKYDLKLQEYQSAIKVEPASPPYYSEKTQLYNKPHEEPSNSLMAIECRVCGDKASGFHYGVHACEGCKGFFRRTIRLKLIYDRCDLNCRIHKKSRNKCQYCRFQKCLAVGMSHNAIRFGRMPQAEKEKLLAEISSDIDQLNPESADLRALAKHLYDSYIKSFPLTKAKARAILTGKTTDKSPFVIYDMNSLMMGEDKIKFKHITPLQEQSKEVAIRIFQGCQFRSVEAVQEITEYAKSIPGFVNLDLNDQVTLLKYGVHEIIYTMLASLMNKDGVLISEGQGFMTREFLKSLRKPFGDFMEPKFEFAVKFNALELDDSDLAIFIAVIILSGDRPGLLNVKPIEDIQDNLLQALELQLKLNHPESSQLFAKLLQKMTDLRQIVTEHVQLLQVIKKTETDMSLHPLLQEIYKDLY
PPARg SRC-2 ag: promotes SRC-2 coactivator recruitment by human PPARgamma. PPARgamma LBD-SRC-2 recruitment, biochemical. activation, % at 8 µM. 0.34% of 200,000 active; in the data active = activation above about 22%;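 also: 0% = vehicle and 100% = reference agonist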
RAM inhibit: blocks the yeast RAM network | S. cerevisiae dse1pr::URA3 reporter, 5-FOA growth OD615, 2 d; analog-sensitive cbk1-as2 kinase mutant strain | inhibition, % at 50 µM | 1.8% of 190,000 active | AID 868;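 active = inhibition above a set limit, 3 SD over mean compound inhibition, cut at about 8.4% in these data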;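 also: 0% = DMSO-only wells with no growth and 100% = 10 µM 1-NA-PP1 full growth; inhibition rescues growth on 5-FOA so higher OD means more RAM inhibition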
STAT3 activator: increases IL-6 driven STAT3 reporter signal; activation (% of control), % at 5.6 µM; U3A cells, IL-6 STAT3-luciferase reporter, luminescence; 100% = signal with IL-6 EC80 alone; 0.91% of 190,000 active; AID 871;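 active = activation above the screen-wide mean of compound activation plus 3 SD, cut at about 130% in these data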;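 also: 0% = background luminescence of wells with medium and substrate only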
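Test system: human U3A cells carrying STAT3-luciferase construct; control set: IL-6-only wells as 100% reference; timing: compound pre-incubation 1 h before IL-6, then 6 h stimulation at 37 °C; also added: IL-6 stimulus at 33 ng/mL final; evaluation: % activation versus median of IL-6-stimulated wells; detection: reporter luminescence signal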
STAT3 blocker: reduces IL-6 driven STAT3 reporter signal; U3A cells, IL-6 STAT3-luciferase reporter, luminescence; host cell line lacks STAT1; inhibition, % at 5.5 µM; 0.89% of 190,000 active;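 active = inhibition above the mean inhibition across all screened compounds plus 3 SD, cut at about 44% in these data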;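 also: 0% = DMSO only wells and 100% = 100 µM nifuroxazide control wells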
TLR4 MyD88 comp: TLR4-MyD88 interaction inhibition in cells. O00206+Q99836. HeLa CL3-4 TLR4/MyD88 BLA complementation, FRET ratio. inhibition, % at 8.4 µM. 0.18% of 200,000 active. AID 861; in the data active = inhibition above about 25%;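 also: 0% = vehicle and 100% = reference inhibitor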
PPARg SRC-3 ag: promotes SRC-3 coactivator recruitment by human PPARgamma. P37231. biochemical PPARgamma/SRC-3 coactivator recruitment assay. activation, % at 8 µM. 0.26% of 200,000 active; in the data active = activation above about 23%;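 also: 0% = DMSO and 100% = reference agonist; some compounds past the cut are filed as inactive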
Numbers without * were called inactive; x = not tested or not shown.

cpd	molecule	TR-FRET SRC-2 ct	ROMK mod	STAT1 inh	S1P3 antag	PPARg SRC-1 ag	PPARg SRC-2 ag
1	COc1ccccc1N1CCN(c2ccc(N3C(=O)CCC3=O)cc2[N+](=O)[O-])CC1	1591	-0.88	8	-37	2	6
2	CCOC(=O)NC(=O)/C(C#N)=C\NNc1ncc(C(F)(F)F)cc1Cl	1765	0.61	-4	-24	7	10
3	COc1cc(OC)c(NC(=S)Nc2cccc(C)c2)cc1Cl	1611	x	3	-6	11	5
4	CC(=O)Nc1ccc(S(=O)(=O)NCC2CCC(C(=O)NC(C)c3ccc4c(c3)OCCO4)CC2)cc1 (configuration not stated)	1537	-0.011	-2	1	4	0
5	COC(=O)c1ccc2c(=O)sc(N3CCC(C(N)=O)CC3)nc2c1	1610	-0.44	1	x	3	1
6	CC1=C(C(=O)Nc2ccccc2)C(c2ccc(O)cc2)N2C(=O)CSC2=N1 (configuration not stated)	1486	0.33	-11	x	-2	0
7	COc1ccccc1N1C(=O)c2ccccc2NC1c1ccncc1 (configuration not stated)	1468	x	7	x	-3	-1
8	Cc1cccc(Cc2nnc(CCC(=O)N(C)Cc3ccncc3C)o2)c1	1664	0.18	-6	-10	8	4

cpd	RAM inhibit	STAT3 activator	STAT3 blocker	TLR4 MyD88 comp	PPARg SRC-3 ag
1	1.7	91	13	5	-3
2	1.3	98	4	-2	4
3	5.0	101	2	-1	-2
4	2.4	101	4	11	3
5	3.2	101	3	9	1
6	2.3	109	-4	14	2
7	1.5	101	4	-1	6
8	-0.4	99	2	-8	3

More records
cpd	molecule	TR-FRET SRC-2 ct	ROMK mod	STAT1 inh	S1P3 antag	PPARg SRC-1 ag	PPARg SRC-2 ag
9	Cc1csc(NC(=O)Cn2cnnn2)n1	1472	0.017	-3	-6	-4	-3
10	Cc1ccc(N2C(=O)C3C=NNC3C2=O)cc1 (configuration not stated)	1454	0.7	7	6	0	-7
11	COC(=O)c1c(CCl)noc1C(=O)NC(C)C	1609	0.55	1	x	1	4
12	COc1ccc(CCNc2nncc(=O)[nH]2)cc1OC	1399	0.42	4	x	-1	-1
13	Cc1oc(-c2cc(F)ccc2F)nc1CN1CCN(C)C(=O)[C@@H]1C	1384	-0.076	9	-5	3	0
14	Cc1ccc2c(c1)cc(CN(Cc1ccc3c(c1)OCO3)S(=O)(=O)c1ccccc1)c1nnnn12	1432	x	-4	5	8	1
15	COc1ccc(Cc2nnc(-c3cccc(C)c3)o2)cc1OC	1597	x	-3	-2	-3	-1
16	Oc1ccc(-c2csc(Nc3ncccn3)n2)c(O)c1	1487	-0.11	-82	-23	9	4

cpd	RAM inhibit	STAT3 activator	STAT3 blocker	TLR4 MyD88 comp	PPARg SRC-3 ag
9	0.8	102	2	3	-1
10	0.6	101	4	1	-3
11	-1.7	105	2	-2	1
12	1.0	105	-7	-5	-1
13	0.7	99	7	-8	-3
14	0.6	102	4	6	-1
15	-0.8	88	14	0	3
16	6.1	91	13	-5	6

Next results follow:
cpd	molecule	TR-FRET SRC-2 ct	ROMK mod	STAT1 inh	S1P3 antag	PPARg SRC-1 ag	PPARg SRC-2 ag
17	COc1cc2nc(NCCCN3CCN(C)CC3)n3nc(-c4ccccc4)nc3c2cc1OC	1590	-1.1	-2	x	13	3
18	CCOc1ccc(OCC(=O)Nc2ccc(S(=O)(=O)Nc3cc(C)nc(C)n3)cc2)cc1	1784	x	-1	-19	1	16
19	Cc1cccc(N(CC(=O)NCc2ccco2)C(=O)CCC(=O)Nc2ccccn2)c1	1444	-1.5	-11	-17	-2	-2
20	CCCCCCCCCCSc1n[nH]c(N)n1	1621	-0.34	1	0	-3	0
21	CCN(CC)C(=O)CSc1ccccc1N	1701	x	-12	-35	6	3
22	CCOC(=O)c1csc(NC(=O)c2ccc(C#N)cc2)n1	1524	-0.42	-14	6	1	3
23	Cc1noc(C)c1C(=O)NCCc1ccc(Cl)cc1	1567	x	3	2	1	4
24	O=C(c1cccc([N+](=O)[O-])c1)N1CCN(Cc2ccc3c(c2)OCO3)CC1	1749	x	-3	5	11	11

cpd	RAM inhibit	STAT3 activator	STAT3 blocker	TLR4 MyD88 comp	PPARg SRC-3 ag
17	-0.1	93	15	3	1
18	3.0	102	-1	-10	-4
19	0.3	97	10	-9	-4
20	-0.1	101	-4	1	-4
21	1.7	112	-11	2	12
22	1.4	87	20	-3	0
23	0.6	89	13	-1	14
24	2.7	97	10	-12	7

The list continues:
cpd	molecule	TR-FRET SRC-2 ct	ROMK mod	STAT1 inh	S1P3 antag	PPARg SRC-1 ag	PPARg SRC-2 ag
25	COC(=O)CNC(=O)COc1ccccc1	1552	1.1	-1	x	5	-1
26	O=C1CN(C(=O)OCc2ccccc2)c2ccccc2N1	1575	x	-16	x	3	10
27	Cc1cc(C(=O)N2CCOCC2)ccc1[N+](=O)[O-]	1668	0.23	-7	-9	-2	2
28	Cc1nn(-c2ccccc2)c2nc(-c3ccccc3)cc(C(=O)N3CCOCC3)c12	1677	-0.98	-8	-9	6	0
29	CCn1c(C)cc(/C=C2/NC(=O)N(c3ccccc3)C2=O)c1C	1712	1.4	-78	-10	8	1
30	CCOC(=O)N/N=C/c1cn(Cc2ccccc2Cl)c2ccccc12	1494	0.81	18	-7	5	0
31	CCOC(=O)c1c(C)[nH]c(C(=O)C(C)Cl)c1C (configuration not stated)	1642	-0.14	19	-17	-2	3
32	Cc1cc2c(c(=O)n1C)C(C(C)C)C(C#N)=C(N)O2 (configuration not stated)	1510	x	6	x	-9	-10

cpd	RAM inhibit	STAT3 activator	STAT3 blocker	TLR4 MyD88 comp	PPARg SRC-3 ag
25	1.1	105	-2	3	-6
26	2.1	108	-6	-9	10
27	0.5	98	5	3	0
28	3.4	90	16	6	11
29	3.3	101	0	-13	3
30	1.9	99	1	2	0
31	0.0	76	29	11	2
32	2.6	97	7	-8	2

A draw from above in order of number of heavy atoms, smallest number first.
cpd	molecule	TR-FRET SRC-2 ct	ROMK mod	STAT1 inh	S1P3 antag	PPARg SRC-1 ag	PPARg SRC-2 ag
31	CCOC(=O)c1c(C)[nH]c(C(=O)C(C)Cl)c1C (configuration not stated)	1642	-0.14	19	-17	-2	3
26	O=C1CN(C(=O)OCc2ccccc2)c2ccccc2N1	1575	x	-16	x	3	10
29	CCn1c(C)cc(/C=C2/NC(=O)N(c3ccccc3)C2=O)c1C	1712	1.4	-78	-10	8	1

cpd	RAM inhibit	STAT3 activator	STAT3 blocker	TLR4 MyD88 comp	PPARg SRC-3 ag
31	0.0	76	29	11	2
26	2.1	108	-6	-9	10
29	3.3	101	0	-13	3

(more compounds)
cpd	molecule	TR-FRET SRC-2 ct	ROMK mod	STAT1 inh	S1P3 antag	PPARg SRC-1 ag	PPARg SRC-2 ag
33	O=C(Nc1ccc2ccccc2c1)[C@@H]1C[C@H]1[C@@H](NP(=O)(c1ccccc1)c1ccccc1)c1ccccc1	1566	-0.52	4	5	0	-4
34	CCC(=O)Oc1ccc2c(C)cc(=O)oc2c1C	1681	-0.027	4	-24	4	6
35	COc1ccccc1NC1=C(C)C(=O)CC1	1421	x	4	-25	-5	14
36	Cc1ccc(Oc2c(CO)c(-c3ccccc3)nn2C)cc1	1660	-0.004	4	-2	8	5
37	O=C(NCCC1=CCCCC1)C(=O)NCC1OCCCN1S(=O)(=O)c1ccc(F)cc1 (configuration not stated)	1445	0.014	3	-12	5	-4
38	O=[n+]1cc(-c2ccccc2)n([O-])c2c1CCCCC2	1737	x	5	3	-3	3
39	O=C(CCn1cccc1)NCc1ccc2c(c1)OCO2	1283	1.1	-4	-3	-10	-3
40	Cc1c(C(=O)N2CCN(c3ccccc3F)CC2)sc2ncn(CC(=O)N3CCOCC3)c(=O)c12	1471	x	-2	2	4	4

cpd	RAM inhibit	STAT3 activator	STAT3 blocker	TLR4 MyD88 comp	PPARg SRC-3 ag
33	4.2	111	-16	-7	-2
34	-0.1	92	15	-4	-5
35	1.8	93	11	3	2
36	-0.4	104	-4	1	2
37	0.2	106	-1	-9	2
38	1.1	101	-1	3	6
39	0.6	103	-2	-4	0
40	1.6	99	11	-3	-3

Following part
cpd	molecule	TR-FRET SRC-2 ct	ROMK mod	STAT1 inh	S1P3 antag	PPARg SRC-1 ag	PPARg SRC-2 ag
41	CN1CCN(C(=O)c2cc(-c3cccc(Cl)c3)on2)CC1	1508	-0.45	-9	-3	5	-3
42	CCc1cc2c(=O)n(CC)c(SC(C)C(=O)Nc3c(C)n(C)n(-c4ccccc4)c3=O)nc2s1 (configuration not stated)	1621	-0.06	11	x	-4	-9
43	Cc1c(C(=O)Nc2cccc3cccnc23)oc2ccccc12	1599	x	0	-18	1	1
44	Cc1cc(OCCCC(=O)NC2=NCCS2)ccc1Cl	1668	-0.25	8	x	5	5
45	O=C(O)c1cc(-c2ccc3c(c2)OCO3)nc2ccccc12	1433	-0.015	-6	1	-7	6
46	Cc1c(NC(=O)COC(=O)C2(c3ccc(F)cc3)CCCC2)c(=O)n(-c2ccccc2)n1C	1452	0.75	3	-10	9	1
47	COc1cccc2c(=O)n(CC(=O)Nc3ccccc3)ccc12	1597	x	2	x	4	-2
48	O=c1[nH]ncn1-c1cccc(C(F)(F)F)c1	1593	x	5	x	9	5
49	O=C(Nc1ccc(Cc2ccncc2)cc1)c1ccc(N2CCOCC2)c([N+](=O)[O-])c1	1585	-3.1	5	0	-1	7
50	COC(=O)CSc1nsc(SCC(=O)OC)c1C#N	1544	x	3	-10	6	-4

cpd	RAM inhibit	STAT3 activator	STAT3 blocker	TLR4 MyD88 comp	PPARg SRC-3 ag
41	0.3	104	0	-5	-6
42	1.4	98	2	5	-7
43	4.5	98	6	-3	4
44	1.2	95	7	-3	-5
45	-0.7	102	4	-15	-7
46	4.2	101	6	3	5
47	2.3	99	10	-1	1
48	0.1	94	10	-5	12
49	0.8	81	28	4	7
50	1.9	102	1	2	-10
